Assay outcomes: PubChem BioAssay, National Center for Advancing Translational Sciences (NCATS)
GALK inhibitor: galactokinase (human) inhibition; 0.007% of 270,000 active; Potency, µM (titrated, usually from 57.5 µM), without a hit: at the highest dose activity change, negative = inhibition, usual class: inhibitors; P51570; Purified GALK, Kinase-Glo residual ATP luminescence; further: potency means the concentration at half of the fitted maximal effect
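Quantitative HTS: GALK 5 nM, ATP 35 uM, galactose 100 uM, 1 h room temperature, then luciferase-based ATP detection.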
BCR signal inh: blocks chronic active B-cell receptor signaling | ABC-DLBCL IkBa-CBG/CBR reporter, luminescence ratio, 4 h | Potency, µM (highest dose often 46.1 µM), for inactives: top-dose ratio change, negative = lower green/red ratio, hits mostly inhibitors | 0.05% of 340,000 active; active means well fitted inhibition curve with a large enough effect in the signal ratio, with a control signal flat, not every such curve was filed as active; inconclusive means small, poorly fitted or top-dose-only effect, or effect the other way, or a change in a side signal; the % refers to the signal ratio;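 further: potency means the concentration at half of the fitted maximal effect; plate controls were basal doxycycline-induced cells for no effect and cells given 10 µM MG132 for full effect; MG132 reads +100%, hits lower the ratio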
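Concentration-response series (up to 46 uM) were applied to TMD8 dual-reporter cells for 4 h at 37C with doxycycline. Green/red ratio, after filter-overlap correction, defined %Activity; red signal alone was normalised to basal cells and zero luminescence.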
USP2a block: inhibitors of human ubiquitin-specific protease USP2a; 0.01% of 330,000 active; AID 463254; O75604; USP2 core, Ub-CHOP2 coupled fluorogenic reporter, 485/531; Potency, µM (series often up to 38.3 µM), without a hit: at the top dose activity change, negative = inhibition, most hits filed as inhibitors;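 further: potency means the concentration at half of the fitted maximal effect; plate controls were DMSO wells for no effect and full inhibition by NEM control for full effect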
Target sequence (O75604 whole entry, looked up): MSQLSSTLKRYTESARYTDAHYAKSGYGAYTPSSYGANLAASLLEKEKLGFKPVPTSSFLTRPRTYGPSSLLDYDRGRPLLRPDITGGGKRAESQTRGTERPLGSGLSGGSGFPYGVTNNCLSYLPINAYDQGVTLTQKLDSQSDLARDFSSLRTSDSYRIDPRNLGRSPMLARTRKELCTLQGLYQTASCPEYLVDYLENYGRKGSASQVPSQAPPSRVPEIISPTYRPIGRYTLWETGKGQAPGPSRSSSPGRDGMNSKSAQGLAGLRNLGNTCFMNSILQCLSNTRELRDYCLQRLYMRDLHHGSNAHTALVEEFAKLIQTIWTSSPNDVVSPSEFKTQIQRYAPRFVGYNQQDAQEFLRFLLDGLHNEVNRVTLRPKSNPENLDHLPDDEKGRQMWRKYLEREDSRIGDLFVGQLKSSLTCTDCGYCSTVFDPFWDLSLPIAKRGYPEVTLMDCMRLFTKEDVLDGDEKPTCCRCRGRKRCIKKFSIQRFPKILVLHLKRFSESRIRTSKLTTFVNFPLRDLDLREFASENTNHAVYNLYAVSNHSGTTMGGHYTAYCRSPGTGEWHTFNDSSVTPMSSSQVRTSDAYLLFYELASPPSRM
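Cell-free coupled assay: 10nM USP2 core preincubated 30min RT with compound in Tris-HCl pH 8.0/CaCl2/CHAPS buffer, then 25nM Ub-CHOP2 and 25nM reporter substrate; fluorescence (Ex 485/Em 531) read after 60min RT, normalized to NEM inhibition, concentration-response curves fitted.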
hERG WT inh: KCNH2 (human, wildtype) channel inhibition; 0.37% of 340,000 active; activity change, % at 1.84 µM; U2OS, BacMam KCNH2, thallium flux FluxOr; hits give low values; AID 720551;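 active means maximum activity change below -70%; inconclusive means maximum activity change between -70% and -50%; inactive means maximum activity change above -50%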
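U2OS cells were transduced with wild-type KCNH2 virus (2.03 x 10^8 / mL) for 4 h at room temperature, then cultured overnight at 37 C. Thallium flux was read with FluxOr dye. Rate constants were normalized to DMSO controls.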
Eya2 phos inh: inhibitors of human Eya2 phosphatase activity | 0.006% of 330,000 active | Potency, µM (highest dose often 76.9 µM), without a hit: at the top dose activity, negative = inhibition, hits mostly inhibitors | AID 488837 | recombinant Eya2, OMFP fluorescence dephosphorylation (OMFP is methylfluorescein phosphate); further: potency means the concentration at half of the fitted maximal effect
Target sequence (O00167 whole entry, looked up): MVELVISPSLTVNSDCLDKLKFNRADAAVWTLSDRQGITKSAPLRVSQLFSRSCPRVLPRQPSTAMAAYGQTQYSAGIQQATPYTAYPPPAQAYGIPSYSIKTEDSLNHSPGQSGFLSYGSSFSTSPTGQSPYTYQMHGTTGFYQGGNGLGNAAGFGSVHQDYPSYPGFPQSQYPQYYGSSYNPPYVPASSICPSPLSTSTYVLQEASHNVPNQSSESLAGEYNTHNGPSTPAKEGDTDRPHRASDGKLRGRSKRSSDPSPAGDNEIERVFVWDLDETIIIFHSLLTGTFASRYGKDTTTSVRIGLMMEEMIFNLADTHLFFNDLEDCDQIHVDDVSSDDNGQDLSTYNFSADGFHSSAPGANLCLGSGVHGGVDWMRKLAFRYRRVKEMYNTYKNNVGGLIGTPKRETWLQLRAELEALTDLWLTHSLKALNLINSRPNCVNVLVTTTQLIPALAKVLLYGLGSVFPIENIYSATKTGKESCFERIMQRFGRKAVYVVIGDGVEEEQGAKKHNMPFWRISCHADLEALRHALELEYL
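Eya2 protein (added as 0.2 uM solution) was preincubated with compound for 10 min at ambient temperature in 50 mM HEPES pH 7.5, 50 mM NaCl, 5 uM MgCl2, 0.05% BSA, 1 mM DTT. OMFP (added at 50 uM) then reacted 10 min; fluorescence read at 485/525 nm.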
Giardia killer: kills Giardia lamblia | AID 540267 | 0.15% of 340,000 active | Giardia lamblia trophozoite viability | activity change, % at 7.66 µM, hits read low; in the data active means activity change below about -80%; inconclusive means between about -30% and that limit;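 further: parasites exposed to compound for two days anaerobically before the ATP read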
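Luminescence from cellular ATP indicates surviving trophozoites (100 cells/well) following 48 hrs anaerobic compound treatment at 37 deg C; signal develops 15-30 min at room temperature.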
PKM2 activator: activators of human pyruvate kinase M2 | purified PKM2, Kinase-Glo ATP luminescence, activation; response scale: 0% is enzyme alone, no compound | 0.34% of 260,000 active | P14618 | Potency, µM (highest dose often 57.5 µM), for the others: at the highest dose activation, hits mostly activators; further: potency means the concentration at half of the fitted maximal effect; nearly all actives have a fitted effect of over 55% in size
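Kinase-Glo luminescence reports ATP generated from ADP (0.1 mM) and PEP (0.5 mM) by purified hPK-M2 after 1 h at room temperature, pH 7.2 imidazole buffer; intermediate enzyme activity allows detecting inhibitors and activators.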
B2AR arrestin: agonists driving beta-arrestin recruitment to human beta2-adrenergic receptor. P07550. beta-arrestin recruitment to beta2AR, cell-based reporter. Potency, µM (doses to about 46.1 µM), without a hit: top-dose activation, actives largely listed as activators. 0.02% of 330,000 active. AID 492947;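 further: potency means the concentration at half of the fitted maximal effect; 0% = DMSO controls and full agonism = EC100 isoproterenol or metaproterenol; nearly all actives have a fitted effect of over 65% in size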
Coupling enz: counter-screen for Giardia aldolase inhibitors: coupling enzyme system; coupling enzyme system counterscreen, AmpLite Red fluorescence; activity change, negative = inhibition, % at 58.2 µM, hits read low; 0.67% of 290,000 active; AID 2472; in the data active means activity change below about -30%
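Coupling enzymes only (glyceraldehyde-3-phosphate) + compound, at 57.5 uM final, 10 min RT; add substrate/coupling/AmpLite Red mix, 20 min RT; fluorescence ex 525/em 598 nm. Actives flag coupling-system interference.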
uPA generation: inhibitors of cell surface uPA generation | cell surface uPA generation assay, qHTS | Potency, µM (series often up to 38.3 µM), inactives show at the top dose activity change, negative = inhibition, usual class: inhibitors | 0.31% of 330,000 active; active means well fitted inhibition curve with a large enough effect; inconclusive means small, poorly fitted or top-dose-only effect; inactive means no such curve, though single readings can be large or run the other way; tested in mouse RAW 264.7 cells; further: potency means the concentration at half of the fitted maximal effect; nearly all actives have a fitted effect of over 55% in size
KCNH2 3.1 block: KCNH2 3.1 (human) potassium channel inhibition. activity change, % (tested at about 1.8 µM). U2OS KCNH2 3.1, thallium flux FluxOr; hits give low values. 0.95% of 340,000 active;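 active means maximum activity change below -70%; inconclusive means maximum activity change from -70% to -50%; inactive means maximum activity change above -50%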;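 further: thallium influx rate constant from kinetic fluorescence after stimulation buffer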
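U2OS cells transduced with KCNH2 3.1 mutant virus (1.77 x 10^8 /mL, 4 h), plated overnight at 37 C, loaded 45 min with FluxOr dye plus Red40 quencher. Thallium flux rate constant from kinetic reads after stimulation buffer, normalised to controls.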
* = called active by the depositor; u = inconclusive; x = no result given. Unless noted, the call rests on the fitted dose curve; in most records, active means well fitted curve in the direction sought with a large enough effect; inconclusive means small, poorly fitted or top-dose-only effect, or another doubt; inactive means no such curve, though single readings can be large; an effect the other way counts as inactive or inconclusive. Unless noted, on the % scale 0 is the no-effect control and ±100 the full control effect. An excerpt; rates above refer to the full screens.

Below each compound: GALK inhibitor	Eya2 phos inh	B2AR arrestin	Giardia killer	KCNH2 3.1 block	uPA generation	PKM2 activator	Coupling enz	BCR signal inh	hERG WT inh	USP2a block
> O=C(NNC(=S)Nc1ccccc1)C1CCCCC1
 : -1.9%	10.1%	0.5%	8.0	17.3	-23.9%	0.4%	1.2	u	-2.6	-2.8%
> CCOC(=O)C(C)(CC)NC(=O)CSP(=S)(OCC)OCC (centres undefined)
 : 0.7%	3.2%	-0.3%	-4.1	3.9	7.5%	-7.1%	-0.1	-0.3%	-16.2	2.6%
> O=C1NC(=O)N(c2ccccc2)C(=O)/C1=C/c1ccc(Sc2ccccc2)o1
 : 3.3%	1.2%	0.4%	3.9	0.4	x	28.2µM*	2.3	u	-6.8	6.5%
> COC(=O)C1=C(c2ccc3ccccc3c2)C[C@@H]2CC[C@H]1N2C(=O)NCCO
 : x	-1.8%	-0.1%	7.4	16.6	12.9%	x	x	-3.0%	0.6	0.9%
> Cc1nc2cc(-c3ccccc3)sc2c(=O)n1N
 : u	2.7%	-0.3%	u	-22.4	-11.4%	-105.2%	1.8	u	-3.5	6.8%
> CN1C(=O)C(Cc2nc3ccccc3c(=O)n2-c2ccccc2)c2ccccc21 (centres undefined)
 : 3.7%	-3.8%	-1.2%	-22.4	-36.1	3.4%	5.9%	0.6	u	6.1	-0.6%
> CN1CCN(Cc2ccc3ccccc3c2)CC1
 : 4.5%	6.8%	-0.3%	u	6.5	1.8%	-0.5%	-0.2	2.5%	4.6	-0.3%
> Cc1nc2ccc(Cl)cc2c(=O)n1-c1cccc(Cl)c1
 : 3.7%	4.2%	0.4%	-2.1	-7.3	-2.9%	2.6%	0.2	u	3.2	-0.4%
> Cc1ccccc1N1C(=O)/C(=C/c2ccco2)C(=O)NC1=S
 : u	7.8%	-0.6%	x	x	x	x	-1.0	-4.7%	x	u
> O=C(O)C1C2CCC(O2)C1C(=O)Nc1ccc(Cl)cc1 (centres undefined)
 : 0.6%	-6.5%	2.8%	15.9	3.2	-4.8%	-0.5%	3.4	u	-2.5	-14.9%
> Cc1ccc(S(=O)(=O)NP(=O)(Oc2ccccc2)Oc2ccccc2)cc1
 : 0.8%	11.5%	0.1%	-4.1	-2.9	-6.2%	-0.6%	23.7	7.7%	-4.9	-1.8%
> CCN(CC)c1ccc(C=C2C(=O)N(C)C(=S)N(C)C2=O)o1
 : 1.0%	3.6%	-0.8%	0.9	-17.6	-1.1%	2.9%	0.6	2.3%	-3.9	1.7%
> CCCCn1c(N)c(C(=O)OCCOC)c2nc3ccccc3nc21
 : 5.1%	-14.4%	0.6%	-1.2	13.0	-0.4%	-1.4%	-20.7	10.0%	-6.4	0.3%
> COc1ccc(/C=C2\Oc3cc(OC(=O)N4CCOCC4)ccc3C2=O)c(OC)c1
 : -4.7%	1.2%	-0.6%	4.9	-4.7	5.3%	1.9%	-0.9	2.9%	-7.3	u
> OC1(c2ccc(F)cc2)CCNC1 (centres undefined)
 : 2.3%	25.6%	-0.8%	-7.7	-5.0	0.9%	-3.1%	6.2	-11.0%	-1.5	3.2%
> O=C1C2CCN(CC2)C12CC2c1ccc(C(F)(F)F)cc1 (centres undefined)
 : -0.8%	-10.5%	-0.5%	5.0	-2.4	-1.1%	-4.6%	3.4	6.4%	15.6	0.1%
> Cn1c(=O)oc2cc(S(=O)(=O)N3CCc4ccccc43)ccc21
 : -0.9%	-14.7%	-0.2%	24.6	32.4	-8.2%	u	6.1	u	6.5	-0.2%
> COc1cccc(C2=NOC(C(=O)N3CCC4(CC3)OCCO4)C2)c1 (centres undefined)
 : -0.9%	4.9%	0.2%	2.3	1.5	x	4.6%	2.7	-5.6%	-20.5	0.8%
> Cc1nn(Cc2ccccc2)c(C)c1C(=O)OCC(=O)Nc1ccccc1SCC#N
 : 5.2%	11.7%	0.4%	9.8	-13.1	0.6%	0.7%	7.7	u	-0.7	1.2%
> COc1ccc(/C=C2\C(=N\O)C3CCN2CC3)cc1
 : -3.9%	-13.2%	-1.1%	6.7	-12.6	-4.0%	-2.5%	1.8	0.2%	1.3	-0.3%

Retrieved by structure from the list above:
Below each compound: GALK inhibitor	Eya2 phos inh	B2AR arrestin	Giardia killer	KCNH2 3.1 block	uPA generation	PKM2 activator	Coupling enz	BCR signal inh	hERG WT inh	USP2a block
> Cn1c(=O)oc2cc(S(=O)(=O)N3CCc4ccccc43)ccc21
 : -0.9%	-14.7%	-0.2%	24.6	32.4	-8.2%	u	6.1	u	6.5	-0.2%
> Cc1ccc(S(=O)(=O)NP(=O)(Oc2ccccc2)Oc2ccccc2)cc1
 : 0.8%	11.5%	0.1%	-4.1	-2.9	-6.2%	-0.6%	23.7	7.7%	-4.9	-1.8%
> OC1(c2ccc(F)cc2)CCNC1 (centres undefined)
 : 2.3%	25.6%	-0.8%	-7.7	-5.0	0.9%	-3.1%	6.2	-11.0%	-1.5	3.2%

Next section
Below each compound: GALK inhibitor	Eya2 phos inh	B2AR arrestin	Giardia killer	KCNH2 3.1 block	uPA generation	PKM2 activator	Coupling enz	BCR signal inh	hERG WT inh	USP2a block
> CCOc1cc2c(cc1OCC)-n1cccc1C(c1ccc(F)c(OC)c1)NC2 (centres undefined)
 : 2.0%	-10.7%	-0.3%	-8.0	9.6	-15.0%	x	-1.6	u	15.6	-1.5%
> CC1C2Cc3ccc(O)cc3[C@]1(C)CCN2CCc1ccccc1 (some centres undefined)
 : x	-26.2%	-1.3%	8.8	u	-9.8%	x	x	-0.5%	30.5	-0.1%
> O=C(NC(Cc1cnc[nH]1)C(=O)O)c1ccccc1 (centres undefined)
 : 2.6%	4.7%	0.0%	-4.2	-2.6	7.7%	8.7%	2.4	-1.1%	-14.6	3.3%
> O=C(c1cc(F)ccc1F)C1CCCN(Cc2ccc3nonc3c2)C1 (centres undefined)
 : 4.3%	11.2%	-0.1%	-0.9	-7.9	18.0%	-0.7%	0.7	-0.1%	7.7	1.1%
> COc1ccc(O)c(CN2CCCC(C(=O)c3sccc3C)C2)c1 (centres undefined)
 : 10.3%	-9.3%	-1.7%	16.4	-22.2	5.7%	-3.1%	-8.0	11.1%	6.1	-6.6%
> COC(=O)C1=C(c2ccccc2OCc2ccccc2)C[C@@H]2CC[C@H]1N2C(=O)NCCN1CCOCC1
 : x	3.1%	-0.6%	-21.2	18.5	-2.8%	x	x	-0.8%	-2.8	-0.3%
> COCCCNC(=O)c1c(N)n(Cc2ccco2)c2nc3ccccc3nc12
 : -2.1%	-8.2%	-0.4%	-2.8	-21.6	9.5%	25.1µM*	-9.9	26.4%	-2.8	-2.6%
> CCC1(C)CC(CCNCc2ccc(N(C)C)cc2)(c2ccc(F)cc2)CCO1 (centres undefined)
 : 0.5%	-0.7%	5.5%	-9.9	-27.1	-2.9%	-2.4%	-0.7	-2.7%	7.4	0.1%
> Cc1nc2ccccc2c2oc(C(=O)N3CCN(C4CCCCC4)CC3)cc12
 : -1.3%	-4.4%	-0.2%	-7.6	7.3	u	0.8%	3.0	4.5%	7.7	2.8%
> O=c1[nH]c(=S)n(C2CC2)c(O)c1C=NCc1ccc(F)cc1
 : x	-10.9%	-0.7%	1.3	-15.1	7.9%	15.1%	1.3	3.9%	3.7	0.6%
> CC(Cc1ccccc1)NCCC(=O)NC(C)Cc1ccccc1 (centres undefined)
 : -0.2%	5.4%	0.4%	9.0	-1.1	4.4%	x	-0.5	-1.3%	-1.0	1.1%
> NC(=O)c1cn(C2CCCCC2)c2ccccc2c1=O
 : 1.7%	16.2%	0.1%	0.3	-8.2	-13.9%	x	3.9	-1.8%	-7.9	5.6%
> COc1ccc(/C=C2/C(=O)NC(=O)N(c3ccccc3)C2=O)cc1CN1C(=O)c2ccccc2C1=O
 : 3.2%	2.4%	0.1%	-6.1	-3.9	3.1%	-4.2%	4.4	-19.2%	-0.3	8.0%
> COc1ccc(/C=C2/C(=O)NC(=O)N(c3ccc(C)c(C)c3)C2=O)cc1CN1C(=O)c2ccccc2C1=O
 : -9.4%	-2.3%	-0.3%	-0.1	0.5	-11.9%	17.7%	6.8	u	-9.2	0.1%
> CCCCCCn1c(O)c(C=NCCN2CCOCC2)c(=O)[nH]c1=O
 : x	9.0%	-0.6%	24.1	-8.1	8.9%	2.8%	1.9	-1.6%	4.5	4.0%
> CCOc1cc(C=C2C(=O)NC(=O)NC2=O)ccc1OS(=O)(=O)c1ccccc1
 : -0.5%	8.0%	-0.7%	13.7	-8.9	-8.2%	29.8%	-5.3	u	-10.8	0.3%
> C/C(=N\N1CCCCC1c1cccnc1)c1c(O)n(C2CCCCC2)c(=S)[nH]c1=O (centres undefined)
 : 1.0%	7.9%	-1.5%	-3.1	-25.3	-8.3%	10.7%	-0.5	u	-4.0	-6.9%
> Cc1cc(C)c(C(=O)N2CCC3(CC2)OCCO3)c(C)c1
 : 0.0%	-5.2%	-0.2%	-5.1	6.5	-0.2%	0.0%	1.0	-6.7%	-5.1	0.1%
